Screens from PubChem BioAssay.
FEN1 inhibitor: human FEN1 inhibition; P39748; AID 588795; actives 0.35% (n = 390,000); Potency, µM (top dose mostly 114 µM), for inactives: at the highest dose activity change, negative = inhibition, hits mostly inhibitors; Recombinant FEN1 flap cleavage, fluorescence, 15 min; note: nearly all actives have a fitted effect of over 65% in size
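Potency values derive from four-parameter Hill fits of normalized qHTS data. The reaction used 10 nM FEN1 preincubated 15 min at room temperature with compound, then 50 nM DNA substrate, read at 0 and 15 min.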
KAT2A inh: inhibitors of human GCN5L2 histone acetyltransferase; GCN5L2 HAT assay, ThioGlo1 CoA-SH fluorescence; Potency, µM (doses to about 58.9 µM), without a hit: at the highest dose activity change, negative = inhibition, actives largely listed as inhibitors; actives 0.21% (n = 390,000); AID 504327
Target sequence (Q92830 whole entry, looked up): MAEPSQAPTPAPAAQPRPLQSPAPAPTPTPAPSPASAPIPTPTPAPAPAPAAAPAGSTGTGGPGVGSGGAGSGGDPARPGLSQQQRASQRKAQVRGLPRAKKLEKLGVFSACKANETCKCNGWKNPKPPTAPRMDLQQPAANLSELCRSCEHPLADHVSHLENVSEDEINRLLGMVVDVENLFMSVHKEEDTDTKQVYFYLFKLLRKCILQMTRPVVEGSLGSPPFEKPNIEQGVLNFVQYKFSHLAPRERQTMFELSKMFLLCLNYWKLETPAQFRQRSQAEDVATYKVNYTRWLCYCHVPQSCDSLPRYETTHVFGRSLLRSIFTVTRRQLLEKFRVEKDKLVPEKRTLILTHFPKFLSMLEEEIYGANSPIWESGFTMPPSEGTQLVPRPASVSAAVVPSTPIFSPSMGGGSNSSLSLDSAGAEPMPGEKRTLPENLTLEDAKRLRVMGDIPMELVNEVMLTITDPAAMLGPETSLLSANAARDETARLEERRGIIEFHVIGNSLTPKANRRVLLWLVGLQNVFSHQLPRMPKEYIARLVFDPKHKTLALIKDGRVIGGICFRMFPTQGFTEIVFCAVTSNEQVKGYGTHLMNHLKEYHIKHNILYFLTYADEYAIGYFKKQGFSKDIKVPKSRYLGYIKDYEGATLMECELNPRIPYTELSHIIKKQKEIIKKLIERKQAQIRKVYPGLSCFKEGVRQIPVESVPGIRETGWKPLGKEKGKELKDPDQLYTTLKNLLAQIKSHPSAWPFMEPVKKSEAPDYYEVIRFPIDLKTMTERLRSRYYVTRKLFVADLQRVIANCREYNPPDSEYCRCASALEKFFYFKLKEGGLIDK
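Titration-based screen in which CoA formation is detected via maleimide probe ThioGlo1 (50uM) turning fluorescent on thiol reaction; substrates H3(1-25) 75uM and acetyl-CoA 70uM, GCN5L2 20nM, 20 min incubation at room temperature.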
TDP1 cell CPT: DT40-hTDP1 cell growth loss with CPT | chicken DT40 Tdp1-/-;hTDP1 cells + 20 nM CPT, ATP luminescence, 48 h | AID 686979 | Potency, µM (top dose mostly 46.2 µM), for inactives: top-dose activity change, negative = growth inhibition, usual class: inhibitors | actives 12% (n = 420,000); note: nearly all actives have a fitted effect of over 55% in size
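Chicken DT40 Tdp1-/- cells stably complemented with human TDP1 were seeded at 400 cells/well in medium containing 20 nM camptothecin, exposed to pin-transferred compounds, and grown at 37 °C for at least 48 hr. Viability was read as ATP luminescence.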
Numbers without * were called inactive; ? = inconclusive; . = not tested or not shown; & = joins results of further samples. Calls come from the whole dose curve; as a rule, active = well fitted curve in the direction sought with a large enough effect; inconclusive = small, poorly fitted or top-dose-only effect, or another doubt; inactive = no such curve, though single readings can be large; an effect the other way counts as inactive or inconclusive. % is set by controls: 0 for no effect and ±100 for the full control effect; potency is the fitted concentration of half-maximal effect. Not all compounds are listed; the hit share may differ from the screen's.

#	molecule	FEN1 inhibitor	KAT2A inh	TDP1 cell CPT
1	CCOc1ccc(S(=O)(=O)N2CCN(Cc3ccc4c(c3)OCO4)CC2)cc1OCC	-18%	-3%	?
2	CC(C)(C)OC(=O)N1CC=C2C(C#N)=C(N)C(C#N)(C#N)[C@H](c3cccnc3)[C@H]2C1	-4%	9%	-27%
3	CCOC(=O)c1c(C)noc1-c1ccc(Br)o1	2%	-3%	0%
4	O=C(Nc1nnc(SCc2ccc(F)cc2)s1)C1CC(=O)N(Cc2ccccc2)C1 (stereo not given)	-24%	-9%	-17%
5	Cc1cc(OCC(=O)N2CCCCCC2)ccc1[N+](=O)[O-]	5%	0%	?
6	COc1ccccc1N1C(=S)N=C(Nc2c(C)cccc2C)C12CCCC2	5%	-11%	-27%
7	CC1=C(C(=O)Nc2ccccc2C)C(c2cccs2)n2nc(SCc3cc(C)ccc3C)nc2N1 (stereo not given)	2%	0%	?
8	COc1cc(/C=N\NC(C)=O)ccc1OC/C=C/c1ccccc1	-4%	-19%	-12%
9	C=CCn1cnc2c(oc3ccccc32)c1=O	2%	-7%	3%
10	Cc1cccc(-c2nc3ccc(C(=O)NCCN4CCN(C)CC4)cc3nc2-c2cccc(C)c2)c1	-1%	-5%	?
11	CC1CCc2c(sc3nc(SCC(=O)O)n(-c4ccccc4)c(=O)c23)C1 (stereo not given)	-4%	-8%	16%
12	Cc1nnc(SCC(=O)c2ccc([N+](=O)[O-])cc2)s1	-6%	9%	?
13	COc1cc(Cl)c(C)cc1NC(=O)CSc1cc(=O)n(C)c2cc(Cl)ccc12	?	-2%	1%
14	COc1cc2c(cc1OC)C(c1cccc([N+](=O)[O-])c1)=NCC2	23%	-9%	?
15	Nc1ccccc1SSc1ccccc1N	?	?	5.2µM*
16	CSC1=C(C#N)C(=O)NC(c2ccccc2O)S1 (stereo not given)	5%	-2%	-16%
17	CC(=O)N1CCC(=NNc2ncc(C(F)(F)F)cc2Cl)CC1	-4%	-6%	?
18	CCc1cccc2c3c([nH]c12)C(CC)(CC(=O)O)OCC3 (stereo not given)	?	-4%&-8%	-23%&8%&4%
19	Cc1ccn2c(NC(=O)c3cccc(Cl)c3)c(-c3ccccc3)nc2c1	-31%	-3%	?
20	CN(CCc1ccccc1)C(=O)c1ccc(NC(=O)Cc2cccc(NC(=O)C3CCN(C(=O)C4CCCCC4)CC3)c2)cc1	11%	.	?
21	COc1ccc(C(=O)Nc2ccc(S(=O)(=O)N(C)c3ccccc3)cc2)cc1	-21%	.	-25%
22	COc1cc(/C=N/O)ccc1OCc1ccc([N+](=O)[O-])cc1	-12%	-2%	?
23	CCOc1ccc(C(=O)c2ccc(OC)c(O)c2O)cc1	.	-7%	21µM*
24	COc1ccc(C(CC(=O)N2CCCC2)c2ccc(F)cc2)cc1 (stereo not given)	-8%	5%	5%
25	Cc1ccc2oc(-c3ccc(Cl)c(NC(=O)c4ccc(OC(C)C)cc4)c3)nc2c1	-18%	-2%	-1%

More records follow.
#	molecule	FEN1 inhibitor	KAT2A inh	TDP1 cell CPT
26	CC(=O)N1CCCc2cc(S(=O)(=O)NCc3cccc(C)c3)ccc21	18%	-15%	?
27	O=C(NC1CCCCCC1)C(=S)N1CCOCC1	-4%	3%	?
28	CCC1OC2(C)OC(=N)C1(C#N)C(C#N)(C#N)C2c1ccccc1 (stereo not given)	-5%	-12%	?
29	CC(C)=CCN1CCN(Cc2cccn2-c2ccccn2)CC1CCO (stereo not given)	2%	-1%	3%
30	COc1cc(S(=O)(=O)N2CCCC2)c(C)cc1C	-13%	-13%	-1%
31	O=C(NCCS(=O)(=O)NCc1ccccc1)c1ccccc1	3%	-3%	-4%
32	COC(=O)c1ccc(CN2C(=O)NC(CC(C)C)C2=O)cc1 (stereo not given)	-5%	-8%	-6%
33	COc1ccc(CCC(C)N2CCC(Oc3ccc(C(=O)N4CCCC4)cc3)CC2)cc1 (stereo not given)	30%	-4%	26µM*
34	Cc1cc(C)c2c(N)c(C(=O)c3ccccc3Cl)sc2n1	-4%	-3%	-29%
35	COc1ccc(C(=O)n2c(-c3ccco3)nc3ccccc32)cc1	-5%	-9%	6.5µM*
36	COc1ccc2oc(=O)c(-c3csc(Nc4ccc(O)cc4)n3)cc2c1	-19%	-14%	3.3µM*
37	O=C1Nc2ncccc2OC1CCO (stereo not given)	-1%	-6%	2%
38	Cc1ccc(S(=O)(=O)/N=C(/c2ccccc2)N2CCOCC2)c(C)c1	11%	-2%	2%
39	CCC(Sc1nc(-c2ccc(F)cc2)nc2c1Cc1c(CO)cnc(C)c1O2)C(=O)Nc1ccc(F)cc1 (stereo not given)	-3%	-6%	11%
40	O=S(=O)(c1ccc(F)cc1)N1CCC(n2cnc3ccccc32)CC1	2%	-1%	-3%
41	COc1ccc(S(=O)(=O)NCCc2ccccc2)cc1	1%	-10%	-3%
42	Cc1ccc(S(=O)(=O)N2[C@@H](c3cccc4ccccc34)C(C(=O)O)=C[C@H]2C(C)(C)C)cc1	-8%	-6%	5%
43	CCOC(=O)N1CCN(C(=O)c2cc(S(=O)(=O)N3CCc4ccccc43)ccc2OC)CC1	6%	-22%	?
44	CC(C)CNC(=S)N(CCCN(C)C)Cc1cc2cc3c(cc2[nH]c1=O)OCCO3	2%	-4%	-20%
45	CC(C)CN(CCNC(=O)c1cc(-c2ccc(Cl)s2)nc2ccccc12)CC(C)C	-12%	8%	-2%
46	O=C(O)CCCCCN1C(=O)/C(=C\c2ccncc2)SC1=S	15%	0%	23µM*
47	Cc1n[nH]c(C)c1SCC(=O)Nc1ccc(F)cc1	-6%	-4%	12%
48	CN(C)c1ccc(N=Cc2ccnc3ccccc23)cc1	45µM*	.	10µM*
49	COc1ccc(/C=N/NC(=O)c2cc[n+]([O-])cc2)cc1	-8%	-10%	12%
50	Cc1ccc(-n2ncc3c(=O)n(Cc4cccc(C(F)(F)F)c4)cnc32)cc1C	-9%	-6%	1%

The list goes on:
#	molecule	FEN1 inhibitor	KAT2A inh	TDP1 cell CPT
51	CCOc1ccccc1NCc1cc(=O)oc2cc(C)ccc12	-8%	-7%	11%
52	OCC(C#CCN1CCCCC1)NCc1ccccc1 (stereo not given)	0%	1%	1%
53	O=C(CCc1nnc(COc2ccccc2)o1)NC1(c2ccccc2)CC1	-8%	0%	-1%
54	CCCOc1ccc(C(=O)c2ccccc2C(=O)OC2CCOC2=O)cc1OCCC (stereo not given)	8%	-4%	1%
55	COc1ccc(-c2cc3nc(CCl)[nH]c(=O)c3s2)cc1	9%	-7%	4.6µM*
56	Cc1ccccc1C(=O)N(Cc1ccc(N(C)C)cc1)CC1CCCO1 (stereo not given)	-4%	-3%	?
57	Cc1cc(Nc2cccc(O)c2)c2cccc(Br)c2n1	-5%	-4%	-24%
58	Cc1cc(Br)ccc1SCC(=O)OCC(=O)NCc1ccco1	?	-11%	11%
59	CCc1ccc(NCc2cc3ccc(OC)cc3n(CC(=O)Nc3ccc(C(C)C)cc3)c2=O)cc1	11%	-6%	.
60	CC1CCC(NC(=O)C2CC(=O)N(c3ccc(Cl)cc3)C2)CC1 (stereo not given)	-16%	1%	-12%
61	CSc1nc(C)cc(-n2ccc(=O)[nH]c2=O)n1	-3%	0%	-1%
62	Cc1cc(C)cc(N(CCC#N)C(=O)CSC2=Nc3ccccc3C3CC=NN23)c1 (stereo not given)	-8%	-8%	21µM*
63	CCN(CC)c1ccc(/C=N/NC(=O)c2nnn(-c3nonc3N)c2-c2ccc(C)cc2)cc1	-12%	-11%	?
64	CC(C(=O)Nc1cccnc1)C1Sc2ccccc2NC1=O (stereo not given)	-5%	2%	-17%
65	O=C(COc1ccccc1-c1ccccc1)NCCN1C(=O)S/C(=C\c2cccnc2)C1=O	-6%	10%	16µM*
66	Cc1cccc(S(=O)(=O)NCCNS(=O)(=O)c2cccc(C)c2)c1	3%	-3%	-24%
67	CCSc1nnc(NC(=O)C2CCCCC2C(=O)O)s1 (stereo not given)	-3%	1%	-9%
68	CCOc1ccccc1NC(=O)Cn1c(-c2ccc(Cl)cc2)noc1=O	12%	-1%	-23%
69	CC(C)Oc1ccc(S(=O)(=O)N2CCOCC2)cc1NC(=O)C1CCC1	1%	3%	-2%
70	Cc1sc2ncnc(N=Nc3c(O)[nH]c4ccccc34)c2c1C	-12%	-3%	-8%
71	Cc1c(NC(=S)NC(=O)c2ccco2)cccc1-c1nc2ncccc2o1	-18%	1%	1%
72	COc1ccc(Cl)cc1NC(=O)Cn1ccn(-c2cc(C)cc(C)c2)c(=O)c1=O	-4%	3%	?
73	CCOc1cc(/C=C2\SC(N3CCCC(C)C3)=NC2=O)ccc1O (stereo not given)	-1%	-5%	?
74	Cc1ccc(C(=O)NC(=S)NCC2CCCO2)cc1[N+](=O)[O-] (stereo not given)	-1%	-8%	-8%
75	Cc1ccc(NC(=O)Cc2nnc(SCC(=O)Nc3nncs3)n2C)cc1	0%	-5%	0%

Reformatted with each value named: four of the compounds above.
#72 COc1ccc(Cl)cc1NC(=O)Cn1ccn(-c2cc(C)cc(C)c2)c(=O)c1=O
  FEN1 inhibitor: -4%	KAT2A inh: 3%	TDP1 cell CPT: ?

#73 CCOc1cc(/C=C2\SC(N3CCCC(C)C3)=NC2=O)ccc1O (stereo not given)
  FEN1 inhibitor: -1%	KAT2A inh: -5%	TDP1 cell CPT: ?

#74 Cc1ccc(C(=O)NC(=S)NCC2CCCO2)cc1[N+](=O)[O-] (stereo not given)
  FEN1 inhibitor: -1%	KAT2A inh: -8%	TDP1 cell CPT: -8%

#75 Cc1ccc(NC(=O)Cc2nnc(SCC(=O)Nc3nncs3)n2C)cc1
  FEN1 inhibitor: 0%	KAT2A inh: -5%	TDP1 cell CPT: 0%

The main list resumes with the 3 entries that preceded the break.
#	molecule	FEN1 inhibitor	KAT2A inh	TDP1 cell CPT
73	CCOc1cc(/C=C2\SC(N3CCCC(C)C3)=NC2=O)ccc1O (stereo not given)	-1%	-5%	?
74	Cc1ccc(C(=O)NC(=S)NCC2CCCO2)cc1[N+](=O)[O-] (stereo not given)	-1%	-8%	-8%
75	Cc1ccc(NC(=O)Cc2nnc(SCC(=O)Nc3nncs3)n2C)cc1	0%	-5%	0%
76	O=C(NCc1cccnc1)C1CCN(Cc2cc3ccccc3n2Cc2cccc(Cl)c2)CC1	-19%	-9%	?
77	CN(C)C(=S)Nc1ccc(S(=O)(=O)N2CCCCC2)cc1	1%	2%	6%
78	COc1cccc(CNc2ccccn2)c1O	-10%	-8%	-16%
79	CC1(C)CC(=O)C(C=NCC2CCN(C(=O)Cc3ccccc3)CC2)=C(O)C1	-1%	-5%	8%
80	O=C(Nc1ccc(Br)cc1)c1cc(S(=O)(=O)N2CCc3ccccc32)ccc1F	2%	-3%	15µM*
81	Cc1nc2ccccc2n1Cc1ccccc1	-5%	-6%	16µM*
82	CCN(C(=O)COC(=O)/C=C/c1cnc2ccccc2n1)c1ccccc1	-12%	-1%	-25%
83	COCCNC(=S)NC(=O)CC12CC3CC(CC(C3)C1)C2	-5%	-1%	?
84	CCCCN1C(=O)C(C)=C(C)C1OCCc1ccc(OC)c(OC)c1 (stereo not given)	21%	-7%	?
85	O=C(COC(=O)C1CC2C=CC1C2)Nc1ccc([N+](=O)[O-])cc1 (stereo not given)	15%	-2%	1%
86	COc1ccc(C(=O)COC(=O)c2nn(C)cc2Cl)cc1	2%	-4%	-8%
87	CC(=O)Nc1c(-c2ccccc2)c2cc(Br)ccc2[nH]c1=O	3%	0%	-1%
88	Cc1nc(CNS(=O)(=O)c2cccs2)cs1	9%	-3%	-18%
89	O=C(COC(=O)c1cc(F)c(F)cc1Cl)NC1CC1	-11%	-7%	0%
90	CCC1CCCCN1C(=O)CSc1nnc(-c2ccco2)o1 (stereo not given)	8%	-1%	-3%
91	Cc1ccc2c(c1)[C@H]1[C@H](CO2)[C@H](c2ccccc2)[C@]2(C)C(=O)Nc3ccc(F)cc3C(=O)N12	6%	.	21µM*
92	Fc1ccc(/C=N/Nc2nccnc2Cl)cc1	-1%	-12%	-27%
93	Cc1cccc(OCc2n[nH]c(=S)n2C2CCCCC2)c1	-2%	-1%	23µM*
94	O=C(CC(SCc1ccco1)c1ccc(O)cc1)c1cccs1 (stereo not given)	?	-11%	?
95	Cc1ccc2cc(CN(CCO)Cc3nnnn3Cc3ccc(F)cc3)c(=O)[nH]c2c1	7%	0%	?
96	Cc1ccc(OCCOCCOc2ccc(Br)cc2/C=N\NC(=O)c2ccncc2)cc1	-8%	-14%	18µM*
97	Fc1ccc(Nc2ncncc2-c2ccoc2)cc1	.	-13%	-14%
98	CN(c1ccccc1)S(=O)(=O)c1ccc(C(=O)NCc2ccccn2)cc1	8%	3%	?
99	O=C(CCN1CCN(C/C=C/c2ccccc2)CC1)Nc1cccc(F)c1	-13%	-8%	?
100	O=C(Cn1c(=O)ccc2cc(S(=O)(=O)N3CCCC3)ccc21)NCc1ccc(Cl)cc1	-2%	4%	?
